Assay outcomes deposited in PubChem BioAssay by National Center for Advancing Translational Sciences (NCATS).
UDG counter: Primary qHTS assay for inhibitors of Activation Induced Cytidine Deaminase (AID): UDG Counterscreen signal. Uracil-DNA glycosylase. FRET deamination/UDG coupled assay, UDG read, 4 h. Potency, µM (titrated, usually from 115 µM), inactives show at the top dose activity change, negative = inhibition, actives largely listed as inhibitors. 0.14% of 91,000 active. AID 1347430, 2020; also: nearly all actives have a fitted effect of over 65% in size
AID inh: Primary qHTS assay for inhibitors of Activation Induced Cytidine Deaminase (AID): AID signal; AID 1347428, 2020; 0.32% of 91,000 active; Potency, µM (series often up to 115 µM), inactives show top-dose activity change, negative = inhibition, hits mostly inhibitors; AID deamination FRET fluorescence, UDG-coupled, 4 h; Single-stranded DNA cytosine deaminase (Homo sapiens), Q9GZX7; also: nearly all actives have a fitted effect of over 25% in size
Target sequence (Q9GZX7 whole entry, looked up): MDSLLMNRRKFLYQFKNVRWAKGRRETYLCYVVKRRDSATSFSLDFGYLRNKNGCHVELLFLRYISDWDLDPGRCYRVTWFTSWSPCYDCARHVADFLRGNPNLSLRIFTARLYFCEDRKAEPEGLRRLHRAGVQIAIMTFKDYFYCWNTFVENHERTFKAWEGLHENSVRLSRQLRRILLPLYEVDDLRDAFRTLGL
An asterisk follows results filed as active; ? = inconclusive; [ ] = remark or other dose. Calls follow the shape of the dose curve; as a rule, active = well fitted curve in the direction sought with a large enough effect; inconclusive = small, poorly fitted or top-dose-only effect, or another doubt; inactive = no such curve, though single readings can be large; an effect the other way counts as inactive or inconclusive. % is scaled to controls: 0 for no effect and ±100 for the full control effect; potency is read from the fitted curve at half-maximal effect. Only part of the results is shown, so the mix of outcomes need not match the whole.

SMILES	UDG counter	AID inh
CCCOC(=O)COc1ccc2c(=O)c(-c3ccccc3)coc2c1	-13%	-19%
COc1cc(-c2noc(-c3cc(C)[nH]n3)n2)cc(OC)c1OC	3%	-15%
NCCC(c1ccccc1)c1ccccc1	8%	0%
CC(NC(=O)C(c1ccccc1)C(C)C)c1ccc2c(c1)CCCC2 (centres undefined)	-4%	-6%
COC(=O)Nc1ccc(C(=O)NCc2ccccc2)cc1	-3%	-3%
C=CCNC(=O)N(C)Cc1ccc(C(N)=O)cc1	-6%	-2%
Cc1ccccc1NS(=O)(=O)c1nnc(NC(=O)c2ccccc2C)s1	9%	-14%
COc1ccc(NC(=O)c2ccc3c(c2)N(Cc2cccc(Cl)c2)C(=O)c2ccccc2S3=O)cc1Cl (centres undefined)	-11%	-6%
O=C(CCc1cccs1)N(CC1CCOC1)C1CC1 (centres undefined)	1%	-3%
CC(C)C(=O)NCC1(C)CC(NC(=O)C(C)C)CC(C)(C)C1 (centres undefined)	0%	1%
O=[N+]([O-])c1ccc(N/N=C/c2c[nH]c3ccccc23)c(S(=O)(=O)Nc2ccc(Cl)cc2)c1	-4%	-6%
CC(C)(CO)NC(=O)CSc1ccc(C(F)(F)F)cc1Cl	-6%	-5%
Cc1c(Cl)cccc1NC(=O)CSc1ccc(-c2ccccn2)nn1	?	16%
CCCCN(C)CCCNC(=O)C1CCN(S(=O)(=O)CCC)CC1	-2%	-6%
O=[N+]([O-])c1ccc2nonc2c1Nc1cc(Cl)ccc1Cl	6%	16%
CCOc1ccc(CCNC(=O)c2cc3c(s2)-c2ccccc2OC3)cc1OCC	-3%	30%
CCOc1ccc(C2C(C(=O)Nc3ccccc3)=C(C)Nc3nc(-c4ccccc4)nn32)cc1OC (centres undefined)	3%	8%
COc1ccc(N2CCN(S(=O)(=O)c3ccc(OC)c(-c4noc(C)n4)c3)CC2)cc1	-3%	-3%
O=C(NCc1ccccc1Cl)C1CCCN(c2nc3ccccc3n3cccc23)C1 (centres undefined)	3%[57.5 µM]	5%
CCS(=O)(=O)c1c(S(=O)(=O)CC)c2cc(C(C)(C)C)ccn2c1C(=O)c1ccc(F)cc1	6%	0%

By substructure: the compounds so far containing an aryl methoxy group
SMILES	UDG counter	AID inh
COc1cc(-c2noc(-c3cc(C)[nH]n3)n2)cc(OC)c1OC	3%	-15%
COc1ccc(NC(=O)c2ccc3c(c2)N(Cc2cccc(Cl)c2)C(=O)c2ccccc2S3=O)cc1Cl (centres undefined)	-11%	-6%
CCOc1ccc(C2C(C(=O)Nc3ccccc3)=C(C)Nc3nc(-c4ccccc4)nn32)cc1OC (centres undefined)	3%	8%
COc1ccc(N2CCN(S(=O)(=O)c3ccc(OC)c(-c4noc(C)n4)c3)CC2)cc1	-3%	-3%

Next part:
SMILES	UDG counter	AID inh
Cc1ccc(-c2cc(C(=O)N(C)CCC#N)c3ccccc3n2)cc1	-19%	-11%
O=C(O)CNC1Cc2ccccc2C1	-5%	2%
CCOc1ccc(/C=N/OCc2c(Cl)cccc2Cl)cc1OC	-7%	-10%
COc1ccc(S(=O)(=O)N(CCc2ccccc2)CC(=O)NCc2ccccc2)cc1OC	-23%	1%
Cn1c(=O)c2c(c3ccccc31)OC(=O)CC2c1cccc(F)c1 (centres undefined)	6%	12%
COC(=O)c1cc(S(=O)(=O)NCC2CCN(Cc3cccc(F)c3)CC2)c[nH]1	-14%	6%
CCOc1ccccc1NC(=O)CCS(=O)(=O)c1ccc(OC)cc1	?	-4%
CCOC(=O)C1CCC(CNC(=O)Nc2c(NC)c3ccccc3oc2=O)CC1 (centres undefined)	19%	-10%
COc1ccc2c(c1)c(=O)c(C(=O)c1ccccc1)cn2CC(=O)Nc1ccc2c(c1)OCO2	-4%	8%
CCOC(=O)CCCCCCN	4%	-2%

Molecules listed so far that have a nitro group on carbon (2):
SMILES	UDG counter	AID inh
O=[N+]([O-])c1ccc(N/N=C/c2c[nH]c3ccccc23)c(S(=O)(=O)Nc2ccc(Cl)cc2)c1	-4%	-6%
O=[N+]([O-])c1ccc2nonc2c1Nc1cc(Cl)ccc1Cl	6%	16%

(listing goes on)
SMILES	UDG counter	AID inh
O=C(NCc1ccccc1)c1ccc2c(c1)N(Cc1cccc(Cl)c1)C(=O)c1ccccc1S2(=O)=O	-7%[57.5 µM]	-3%
Cc1cccc(/C=N/NC(=O)c2ccccc2)c1	10%	5%
CCN(Cc1ccccc1)C(=O)C1CCC(CNS(=O)(=O)c2ccc3c(c2)CCCC(=O)N3)CC1 (centres undefined)	3%	-3%
COc1ccc(Nc2cc(C(=O)NC3CCCC3)c3ccccc3n2)c(OC)c1	-10%[57.5 µM]	51%[activator]
CC(C)NC(=O)CN1CCCC1c1ccsc1 (centres undefined)	6%	3%
O=c1c2cn[nH]c2nc(SCc2cccc(Br)c2)n1-c1ccc(Cl)cc1	?	?
Cc1c(C(=O)Nc2ccc(Br)cc2F)sc2ncnc(N(C)C3CCCCC3)c12	-12%	2%
Cc1nc(-c2ccccc2F)sc1C(=O)N1CCCC(C(=O)O)C1 (centres undefined)	-13%	-6%
Cc1ccc(Cl)cc1-n1nnc(-c2nc(-c3ccc4c(c3)OCO4)no2)c1C	-15%	-14%
COc1cccc(CNC(=O)Nc2ccc3c(c2)N(C)C(=O)c2ccccc2S3)c1	0%	-19%

Another view of four compounds above:
molecule | UDG counter | AID inh
O=C(NCc1ccccc1)c1ccc2c(c1)N(Cc1cccc(Cl)c1)C(=O)c1ccccc1S2(=O)=O | -7%[57.5 µM] | -3%
Cc1cccc(/C=N/NC(=O)c2ccccc2)c1 | 10% | 5%
CCN(Cc1ccccc1)C(=O)C1CCC(CNS(=O)(=O)c2ccc3c(c2)CCCC(=O)N3)CC1 (centres undefined) | 3% | -3%
COc1ccc(Nc2cc(C(=O)NC3CCCC3)c3ccccc3n2)c(OC)c1 | -10%[57.5 µM] | 51%[activator]

(cont.)
SMILES	UDG counter	AID inh
O=C(NCCCO)C(=O)Nc1c2c(nn1-c1ccccc1)CSC2	-2%	-13%
CC(=O)c1cc2c(ccc3ccccc32)o1	?	22%
Cc1ccc(CNC(=O)c2cc3sccc3n2Cc2ccc(Cl)cc2)cc1	-7%	7%
CC(=O)N1N=C(c2ccc(C)cc2)CC1c1cn(-c2ccccc2)nc1-c1cccs1 (centres undefined)	-6%	-11%
CC(C)(C)NC(=O)c1oc2ccccc2c1NC(=O)c1ccccc1F	-4%	-8%
CCOc1ccccc1NC(=O)CN1C(=O)CC(c2ccc(OC)c(OC)c2)Sc2ccccc21 (centres undefined)	-18%	?
O=C(NCCc1cccc(F)c1)c1ccc(=O)[nH]c1	-5%	8%
CC1CCN(c2ccc(NC(=O)c3cccc(Cl)c3)cc2C(=O)O)CC1	16%	33%[activator]
Cc1cc(F)ccc1NCc1ccccc1C#N	8%	-5%
COCCn1c2c(c(=O)[nH]c1=O)C(c1ccccc1C)C1=C(N2)c2ccccc2C1=O (centres undefined)	-4%	-7%
CCCN1CCN(CC2=C(C(=O)OCC)C(c3cccc(OC)c3OC)NC(=O)N2)CC1 (centres undefined)	1%	4%
CCOc1ccc(-c2[nH]ncc2-c2ccc(OC)cc2)c(O)c1	-4%	-10%
CC(NC(=O)c1[nH]c2ccc(F)cc2c1Cl)c1cccc(F)c1 (centres undefined)	-14%	10%
COc1ccc(C)cc1NC(=O)CNC(=O)CNc1ccccc1Cl	-6%	-9%
O=C(CCn1ccc2ccccc21)N1CCN(S(=O)(=O)c2ccccc2)CC1	-12%	-5%
CCc1ccc(S(=O)(=O)c2nnn3c2nc(Nc2ccc(NC(C)=O)cc2)c2sccc23)cc1	-4%	3%
Cc1ccc(C(=O)/C=C/c2cccc3ccccc23)o1	-6%	20%
Cc1ccc(C(=O)N(CCN(C)C)CC(=O)OC(C)(C)C)cc1F	2%	-5%
O=C(Nc1ccc(N2CCN(c3ccc(F)cc3)CC2)c(C(=O)O)c1)c1ccccc1F	9%	7%
O=C(CNC(=O)NC(Cc1c[nH]c2ccccc12)C(=O)O)Nc1ccc2ccccc2c1 (centres undefined)	-6%	0%

Three entries already listed, sorted by the number in AID inh, smallest number first.
SMILES	AID inh
CCc1ccc(S(=O)(=O)c2nnn3c2nc(Nc2ccc(NC(C)=O)cc2)c2sccc23)cc1	3%
O=C(Nc1ccc(N2CCN(c3ccc(F)cc3)CC2)c(C(=O)O)c1)c1ccccc1F	7%
CC(NC(=O)c1[nH]c2ccc(F)cc2c1Cl)c1cccc(F)c1 (centres undefined)	10%

The list continues:
SMILES	UDG counter	AID inh
COc1cccc(-n2cnnc2SCC(=O)NC(C)c2cccc3ccccc23)c1 (centres undefined)	3%	-2%
COc1ccc(CNC(=O)CC(c2ccc(OC)c(OC)c2)N2Cc3ccccc3C2=O)cc1 (centres undefined)	-14%	-11%
CCOC(=O)c1cnc2ccc(OCC)cc2c1Nc1cc(Cl)c(OC)cc1OC	2%[57.5 µM]	8%[57.5 µM]
Cc1cc(C)cc(NC(=O)CSc2nc3c(c(=O)[nH]2)CN(Cc2ccc(F)cc2)CC3)c1	-10%	5%
Cc1cc(C)c2c(=O)[nH]c(SCC(=O)Nc3ccc(Br)cc3)nc2n1	1%	-18%
CCn1c(SCC(=O)Nc2ccc(C(C)C)cc2)nc2c(=O)[nH]cnc21	7%	22%
CC(C)Cn1c(SCC(=O)NC(C)c2ccccc2Cl)nc2ncccc2c1=O (centres undefined)	3%	-3%
COc1ccc(-c2coc3cc(OCC(=O)N4CCN(c5ccccn5)CC4)ccc3c2=O)cc1	36%[activator]	-9%
COc1ccc(CNC(=O)C2=C(C)C(=O)OC23CCCCC3)cc1OC	5%	24%
COc1ccc(C(=O)N/N=C(/C)c2ccc3c(c2)Nc2ccccc2S3)cc1OC	-17%	-4%
COc1ccc(C(=O)COC(=O)C2(c3ccccc3)CCCC2)cc1F	-1%	26%
CCC(C)(C)NC(=O)CCNC(=O)c1ccccc1	2%	-3%
CCN(CC)C(CN)c1ccco1 (centres undefined)	-2%	10%
Cc1ccc(NC(=O)C2CCCN(C(=O)c3cnn(-c4ccccc4)c3-n3cccc3)C2)cc1 (centres undefined)	3%	13%
O=C(COc1ncnc2ccccc12)Nc1cc(Cl)ccc1Cl	-5%	-9%
N#Cc1ccc(/C=C2\CCOc3cc(Br)ccc3C2=O)cc1	-4%	-14%
Cc1nc(-c2ccc(CNC(=O)c3cnccn3)s2)cs1	-1%	19%
CC(C)N1CCCC(CNC(=O)CCc2ncc(-c3ccccc3)o2)C1 (centres undefined)	4%	5%
COc1cccc(/C=C/c2ccc3cccc(O)c3n2)c1O	6%	13%
CC1CCN(S(=O)(=O)c2ccc(N3CCCCS3(=O)=O)cc2)CC1	3%	-11%
CCOc1ccc(NC(=O)C(=O)c2cc(C)n(-c3cc(C)cc(C)c3)c2C)cc1	-4%	-29%
O=C(Cc1ccc(NC(=O)N2CCSc3ncccc32)cc1)NCCc1ccccc1	13%	3%
C=C(C)CSC1=C(C#N)C(c2sccc2C)CC(=O)N1 (centres undefined)	0%	7%
Fc1cccc(Nc2nc(NC3CCCC3)nc3c2cnn3-c2ccccc2)c1	-13%	-16%
c1ccc(CNCC2CCNCC2)cc1	-2%	8%
Fc1cc(Br)ccc1N=Cc1ccc2ncccc2c1	-2%	-5%
Cc1ccc2c(CC(=O)Nc3c(C(=O)Nc4cccc(Cl)c4)oc4ccccc34)coc2c1C	-7%	-2%
CCOC(=O)C1CCN(C(=O)Cn2ncc3c([nH]c4ccc(C)cc43)c2=O)CC1	38%[activator]	0%
O=C(COc1ccc(Cl)cc1)Nc1cc(-c2ccccc2)no1	-5%	6%
Cc1nnc(SCc2c(C(=O)NC(C)c3ccccn3)oc3ccccc23)s1 (centres undefined)	5%	-3%
O=C(Nc1ccccc1)c1c[nH]c2ccc(F)cc2c1=O	-1%	4%
CCSC(=N)N	-4%	-1%
CCn1c(Oc2ccc(F)cc2F)nc2c1c(=O)n(C)c(=O)n2C	-4%	6%
NNc1cc(Cl)ccc1[N+](=O)[O-]	-6%	-2%
COc1ccc(Cl)cc1NC(=O)c1c(NCc2sccc2C)sc2c1CCCC2	10%	99%[activator]
CCC1CN(C(=O)NCc2ccccc2)c2cc(Cl)ccc2O1 (centres undefined)	3%[57.5 µM]	3%
O=C(NNC(=S)NCc1cccs1)c1c[nH]c2ccccc12	7%	6%
COc1ccc(-c2csc3c2NC(=O)CC3c2ccc(OCC(N)=O)c(OC)c2)cc1 (centres undefined)	3%	-4%
Oc1ccc(Br)cc1/C=N/c1nc(C23CC4CC(CC(C4)C2)C3)cs1	-6%	?
CC1=C/C(=N\NC(=S)Nc2ccccc2C)CC1	0%	-5%
C=C1C(=O)O[C@@H]2[C@H]3O[C@]3(C)CCC=C(C)CC[C@@H]12	9%	-1%
CCc1ccc(-n2nc(C)c3c(C(=O)NCCc4ccc(OC)c(OC)c4)cc(C)nc32)cc1	1%	-1%
